# TRb SRC2 PPI: disrupts binding of human TR beta to SRC2. P10828. TRbeta-SRC2 peptide binding, fluorescence polarization; receptor liganded with 1 µM T3. Potency, µM (top dose mostly 106 µM), without a hit: top-dose activity change, negative = inhibition, hits mostly inhibitors. 280,000 compounds, 0.065% hits. AID 1469;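 further: plate controls were bound peptide for no effect and peptide without receptor for full effect; nearly all actives have a fitted effect of over 50% in size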
#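 Read-out is fluorescence polarization (555 nm excitation, 632 nm emission) of a Texas Red SRC2 coactivator peptide; loss of signal reflects blocked binding to human TRb ligand-binding domain in the presence of 1 uM T3.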
# TexasRed fluor: counter-screen for TRb-SRC2 inhibitors: fluorescence interference; TRb/SRC2 Texas Red total fluorescence interference; Potency, µM (titrated, usually from 106 µM), for inactives: top-dose fluorescence change, negative = quenching; AID 1479; 280,000 compounds, 0.29% hits; active means well fitted curve in either direction with a large enough effect; inconclusive means small, poorly fitted or top-dose-only effect; further: on the % scale 0 is the no-effect control and ±100 the full control effect
#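 Human TRb ligand-binding domain at 0.6 uM with 20 nM Texas Red SRC2 peptide in Tris buffer containing 1 uM T3 and 5% DMSO, incubated with compound 5 h at ambient temperature. Total fluorescence (555/632 nm) calculated as parallel + 2 × perpendicular.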
# SMN2 splice enh: enhancers of SMN2 splice variant expression | Potency, µM (highest dose often 46.1 µM), inactives show at the highest dose activity change, positive = activation, usual class: activators | HEK293 SMN2-luciferase splicing reporter, luminescence, 30-36 h | 210,000 compounds, 2.8% hits; further: % of control where 0% means no effect; nearly all actives have a fitted effect of over 55% in size
#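 HEK293 cells carry an SMN2 […]–luciferase reporter in which exon 7 inclusion puts luciferase in frame. Cells were plated 10-12 h before compound addition, then incubated 30-36 h at 37C. ONE-Glo luminescence was read; sodium butyrate at 4.5 mM final served as control.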
# ALDH1A1 inh: ALDH1A1 (human) enzyme inhibition; P00352; 220,000 compounds, 7.3% hits; AID 1030; Potency, µM (series often up to 75.3 µM), for the others: at the top dose activity, negative = inhibition, hits mostly inhibitors; Purified ALDH1A1, NADH fluorescence, propionaldehyde substrate; active means well fitted inhibition curve with a large enough effect, not every such curve was filed as active; inconclusive means small, poorly fitted or top-dose-only effect, or another doubt; inactive means no such curve, though single readings can be large or run the other way;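 further: plate controls were no enzyme wells and a reference inhibitor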
# LMNA splice mod: changes lamin A minigene splicing in HeLa cells; HeLa LMNA splicing GFP/RFP minigene ratio, 48 h; Potency, µM (series often up to 46.1 µM), for inactives: at the top dose ratio change, negative = inhibition, hits mostly inhibitors; 200,000 compounds, 0.01% hits; AID 1487; active means well fitted inhibition curve with a large enough effect in the signal ratio, with a control signal flat, not every such curve was filed as active; inconclusive means small, poorly fitted or top-dose-only effect, or effect the other way, or a change in a side signal; the % refers to the signal ratio; further: on the % scale 0 is the no-effect control and ±100 the full control effect
#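 S3 HeLa stable clones carrying a lamin A-EGFP splicing minigene plus DsRed2 were seeded at 600 cells/well in Opti-MEM with 2% FBS, pin-dosed and incubated 48 h at 37°C. Acumen cytometry (488 nm) gave the GFP/RFP total-intensity ratio.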
# RGS12 GoLoco inh: inhibitors of human Gai1-RGS12 GoLoco interaction (red fluorophore). 230,000 compounds, 0.44% hits. AID 880. Gai1:RGS12 GoLoco peptide FP, rhodamine, 10 min. P63096. Potency, µM (series often up to 61.6 µM), for inactives: top-dose activity, negative = inhibition, usual class: inhibitors; active means well fitted inhibition curve with a large enough effect, not every such curve was filed as active; inactive means no such curve, though single readings can be large or run the other way; further: on the % scale 0 is the no-effect control and ±100 the full control effect; nearly all actives have a fitted effect of over 30% in size; many of its hits are not listed in these tables
# RECQ1 helicase: blocks DNA unwinding by human RECQ1. Potency, µM (series often up to 57.3 µM), for inactives: at the top dose activity, negative = inhibition, hits mostly inhibitors. RECQ1 DNA unwinding, red fluorescence kinetic read. 240,000 compounds, 0.54% hits;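 further: plate controls were vehicle for no effect and no enzyme for full effect; nearly all actives have a fitted effect of over 30% in size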
# Target sequence (P46063 whole entry, looked up): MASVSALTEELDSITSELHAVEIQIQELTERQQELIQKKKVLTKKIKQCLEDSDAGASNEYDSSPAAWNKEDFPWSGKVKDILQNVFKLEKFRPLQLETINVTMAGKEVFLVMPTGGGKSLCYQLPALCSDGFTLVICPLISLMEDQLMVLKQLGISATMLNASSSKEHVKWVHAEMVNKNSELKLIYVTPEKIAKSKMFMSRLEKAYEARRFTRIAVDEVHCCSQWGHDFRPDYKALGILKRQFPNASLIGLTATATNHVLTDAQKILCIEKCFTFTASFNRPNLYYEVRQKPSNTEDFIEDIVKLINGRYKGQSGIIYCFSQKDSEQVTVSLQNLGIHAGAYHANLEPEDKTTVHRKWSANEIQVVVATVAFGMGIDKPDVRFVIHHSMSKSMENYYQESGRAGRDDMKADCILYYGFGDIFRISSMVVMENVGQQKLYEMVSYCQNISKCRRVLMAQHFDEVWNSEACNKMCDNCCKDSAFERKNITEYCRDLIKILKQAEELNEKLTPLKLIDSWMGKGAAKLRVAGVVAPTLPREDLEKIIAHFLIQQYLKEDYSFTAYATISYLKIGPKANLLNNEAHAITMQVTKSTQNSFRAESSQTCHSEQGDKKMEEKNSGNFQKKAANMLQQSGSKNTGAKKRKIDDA
#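 50 nM RECQ1T1 preincubated 15 min with compound in Tris pH 8.0 buffer with MgCl2, DTT, Tween-20 and 2.5 ug/ml poly(dI-dC); started with 200 nM TAMRA/BHQ-2 forked duplex and 2 mM ATP. Unwinding read as fluorescence (525/598 nm), two reads 2 h apart.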
# JMJD2E inh: blocks human JMJD2E demethylase activity. B2RXH2. JMJD2E catalytic domain, FDH-coupled NADH fluorescence (FDH is formaldehyde dehydrogenase). Potency, µM (doses to about 57.1 µM), without a hit: at the highest dose activity change, negative = inhibition, actives largely listed as inhibitors. 230,000 compounds, 1.6% hits. AID 2147; active means well fitted inhibition curve with a large enough effect, not every such curve was filed as active; inconclusive means small, poorly fitted or top-dose-only effect, or another doubt; inactive means no such curve, though single readings can be large or run the other way;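 further: 0% = wells with enzyme and -100% = buffer wells without enzyme; nearly all actives have a fitted effect of over 50% in size; many of its hits are not listed in these tables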
# Target sequence (B2RXH2 1-337 limits assumed): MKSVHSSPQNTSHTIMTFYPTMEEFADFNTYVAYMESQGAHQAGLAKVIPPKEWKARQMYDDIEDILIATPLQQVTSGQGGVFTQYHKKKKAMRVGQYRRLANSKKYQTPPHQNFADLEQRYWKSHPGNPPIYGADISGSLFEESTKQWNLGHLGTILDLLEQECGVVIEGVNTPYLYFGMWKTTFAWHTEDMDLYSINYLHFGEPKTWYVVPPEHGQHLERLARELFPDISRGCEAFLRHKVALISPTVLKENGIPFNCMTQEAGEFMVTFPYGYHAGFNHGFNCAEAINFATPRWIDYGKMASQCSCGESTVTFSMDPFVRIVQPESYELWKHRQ
# Numbers without * were called inactive; i = inactive; u = inconclusive; x = no result given; & = joins results of further samples; ! = not confirmed by another sample; [ ] = remark or other dose. Unless noted, the call rests on the fitted dose curve; in most records, active means well fitted curve in the direction sought with a large enough effect; inconclusive means small, poorly fitted or top-dose-only effect, or another doubt; inactive means no such curve, though single readings can be large; an effect the other way counts as inactive or inconclusive. Potency means the concentration at half of the fitted maximal effect.
SMILES,TRb SRC2 PPI,TexasRed fluor,SMN2 splice enh,ALDH1A1 inh,LMNA splice mod,RGS12 GoLoco inh,RECQ1 helicase,JMJD2E inh
CC1(C)CC(n2[nH]c(=O)c3c2NC(=O)CSC3c2ccccc2)CCO1 (stereo unspecified),1%,0%,5%,-5%,-4%,2%,9%,1%
N#C/C(=C\c1ccc(O)c(O)c1)C(=O)NCCCNC(=O)/C(C#N)=C/c1ccc(O)c(O)c1,10%,-6%,-31%[inhibitor],u,u,10%,0.45µM*,3.5µM*
CC1=C2[C@@H]3OC(=O)[C@@H](C)[C@@H]3CC[C@]2(C)C=CC1=O,-1%,0%,-5%[20.6 µM],-7%[20.9 µM],-9%,-2%[21.6 µM],-3%[25.9 µM],5%[25.5 µM]
O=C(O)c1ccccc1N=Nc1c(O)[nH]c(=O)[nH]c1=O,-2%,-7%,x,-8%,x,14%,14%,7%
Cc1c2cnn(CC(=O)N3CCC4(CC3)OCCO4)c(=O)c2c(C)n1Cc1ccc(F)cc1,0%,-3%,-36%[inhibitor],-5%,u,6%,i,u
O=C1/C(=C\c2ccc([N+](=O)[O-])cc2)N2CCC1CC2,5%,-1%,-17%,u,u,-7%,-4%,-2%
CC(=O)N1N=C2C3CCN(CC3)C2C1c1ccc(F)cc1 (stereo unspecified),11%,0%,-20%,0%,x,11%,i,2%
CC(=O)Nc1ccc(N=Cc2c(O)n(Cc3ccco3)c(=O)[nH]c2=O)cc1,1%,-3%,x,9.5µM*,u,0%,u,u
O=C(N/N=C/c1c(O)n(-c2ccccc2)c(=O)[nH]c1=O)c1ccncc1,3%,-3%,-23%,u,1%,128%[activator],4%,u
CC(C)NC(=O)N1CC[C@@]2(CCCNC2)C1,x,x,-1%,-12%,x,-3%,1%,x
CN(C)C(=O)Nc1cccc(C(F)(F)F)c1,-5%[201 µM],-3%[201 µM],-2%,3%,x,5%,-1%,x
COCCN1C(=O)NC(=O)/C(=C\c2ccc(F)cc2)C1=O,-1%,1%,6%,10%,6%[46 µM],11%,i,-31%
Cc1ccc(NC(=O)c2cc(-c3ccccc3)n(CCCN3CCOCC3)c2C)cc1,-1%,-5%,x,-7%,x,4%,-2%,0%
O=C(Nc1cccc(F)c1)N1CC2(CCNCC2)C1,x,x,-3%,-9%,x,1%,-6%,x
O=[As](O)(O)c1ccc(N=Nc2ccc(O)cc2)cc1,-6%,1%,-1%[9.22 µM],-1%[13.5 µM],x,-1%[14.2 µM],7%,-6%
CCn1nc(/C=C/c2ccccc2)nc2c(=O)n(C)c(=O)nc1-2,-4%,-1%,x,2%,4%[46 µM],12%,-19%,3%
CC(C)(C)N(NC(=O)c1ccccc1)C(=O)c1ccccc1,-1%,-6%,3%,11%,0%,-2%,i,5%
CN(C)c1nc(OCCNC(=O)COc2ccc(Cl)cc2Cl)nc(N2CCCCC2)n1,0%,0%,-38%[inhibitor],-2%,-8%,-7%,-1%,2%
C[C@@H]1C(=O)O[C@@H]2C[C@]34[C@H]5C[C@@H](C(C)(C)C)[C@@]36[C@@H](OC(=O)[C@@H]6O)O[C@@]4(C(=O)O5)[C@@]12O,-7%[53 µM],2%[53 µM],-9%[20.6 µM],2%[20.9 µM],-12%,2%[21.6 µM],i,3%[25.5 µM]
COC(=O)N1CCN(C(=O)Cc2ccc(Cl)c(Cl)c2)[C@H](CN2CCCC2)C1,8%,-1%,x,-6%,x,6%,-5%,-11%
Cc1cc(OCC(=O)Nc2c(C)n(C)n(-c3ccccc3)c2=O)c2c3c(c(=O)oc2c1)CCC3,6%,-5%,-31%[inhibitor],3.2µM*,8%,9%,-7%,u
Cc1ccccc1CN1CCN(c2ccc(Cl)cc2)CC1,2%,-3%,7%,-15%,u,-5%,2%,22µM*
C=C1CC[C@H](O)C/C1=C/C=C1\CCC[C@]2(C)[C@H]1CC[C@H]2[C@@H](C)CCCC(C)C,2%[53 µM],-1%[53 µM],-5%[20.6 µM],-14%[20.9 µM],-13%,7%[21.6 µM],-1%[25.9 µM],2%[25.5 µM]
CCOc1ccc(-n2c(CC)nc3ccccc3c2=O)cc1,-2%,-3%,-18%,8%,-3%,2%,-4%,-3%
CN(C)c1ccc(/C=C2\CC3C4CC=C5CC(O)CCC5(C)C4CCC3(C)C2=O)cc1 (stereo unspecified),-3%,1%,-24%,1%,-14%,3%,-1%,-2%
COc1ccc(Oc2cc(NC(=O)c3nn(C)cc3[N+](=O)[O-])cc([N+](=O)[O-])c2)cc1,-1%,-3%,2%,2%,u,-1%,-14%,-10%
COc1ccc2c(c1O)-c1c(OC)c(OC)cc3c1[C@@H](C2)N(C)CC3,7%,-2%,-5%,u,x,1%,i,u
Clc1cccc(C2NCCc3[nH]cnc32)c1 (stereo unspecified),-6%,-2%,-16%,1%,-10%,3%,-4%,3%
CCOc1cc(CNCCc2c[nH]c3ccccc23)cc(Cl)c1OCC,2%,-1%,-7%,-2%,-27%,12%,-7%,1%
Cc1cc(OCCN2CC2)c2ccccc2n1,3%,-1%,x,x,x,4%,6%,7%
c1ccc(CCN2CCC(N3CCN(c4ccccc4)CC3)CC2)cc1,-3%,2%,-24%,1%,0%,1%,-10%,-1%
CCN(CC)c1ccc(/C=C/[N+](=O)[O-])cc1,-10%,-2%,14%,u,u,151%[activator],-11%,4%
CNC(=O)Oc1ccc(N(C)C)cc1C(C)C,-7%,-4%,x,x,x,6%,-7%,u
N#Cc1ccccc1Cn1cc(C(=O)c2ccco2)c2ccccc21,0%,-3%,-14%,u,-8%,-5%,i,-19%
CC(C)[N+](C)(CCC(C(N)=O)(c1ccccc1)c1ccccc1)C(C)C,0%,1%,3%,2%,u,5µM*!,5%,-6%
CCN(CC)C(=O)c1ccc(NC(=O)c2ccc(-c3nn(C)c(=O)c4ccccc34)cc2)cc1,0%&7%,-3%&-8%,-4%,u,x,3%,i,8%
CCOC(=O)c1c(C)n(C(C)C)c2ccc(OC)cc12,-4%,-1%,x,x,x,5%,-2%,-3%
COc1ccc(C(C)=O)cc1CC(C(=O)c1ccc(C)c(C)c1)N(C)C (stereo unspecified),-2%,3%,12%,-5%,-6%,4%,-2%,-3%
CCCCn1c(NC(=O)c2ccco2)c(C(=O)OCC)c2nc3ccccc3nc21,x,-1%,-9%,u,u,3%,u,u
CCN(CC)c1ccc(N=Cc2c(O)n(Cc3ccccc3)c(=O)[nH]c2=O)cc1,x,7%&1%,7%&-12%,u,0%&-6%,48%&7%[activator],-5%&-4%,3%&-5%
CCc1ccc(C2=NN(CCC(=O)N3CCC4(CC3)OCCO4)C(=O)CC2)cc1,3%,-9%,-21%,u,x,5%,5%,1%
Cc1ccc2oc(-c3ccccc3)cc(=O)c2c1,-8%,-1%,x,u,x,6%,-9%,u
CNC(=O)c1cccn(Cc2cc(C(F)(F)F)cc(C(F)(F)F)c2)c1=O,-3%,-1%,-68%[inhibitor],0%,x,-3%,i,u
CCN1CCN(Cc2cc(C(C)(C)C)c(O)c(C(C)(C)C)c2)CC1,6%,-1%,-3%,28µM*,4%,-7%,-13%,u
c1ccc(CC(NCc2ccco2)c2ccccc2)cc1 (stereo unspecified),-3%,-8%,9%,-5%,7%[9.22 µM],4%,-3%,-3%
CC(C)(Cc1c[nH]c2ccc(Cl)cc12)NCCOc1ccccc1OCC1CC1,0%&6%,-1%&1%,-22%,0%&8%,x,10%&0%,-7%&-11%,-4%
CC(=O)CC(=O)C1C(=O)N(C)C(=O)N(C)C1=O,0%,1%,-9%,u,6%[46 µM],5%,i,-4%
NC(N)=Nc1ccc2[nH]c3c(c2c1)C[C@@]1(O)[C@H]2Cc4ccc(O)c5c4[C@@]1(CCN2CC1CC1)[C@H]3O5,-2%,-2%,-2%,1.6µM*,u,2.8µM*,-3%,10µM*
CC(=NCCC1=CCCCC1)c1c(O)n(-c2ccccc2)c(=O)[nH]c1=O,-5%,1%,x,u,x,8%,-5%,2%
O=c1cccc2n1CC1CC2CN(CCO)C1 (stereo unspecified),-3%,1%,x,2%,x,0%,-10%,-19%
CCOP(=O)(OCC)C(O)c1ccc(OC)c(OC)c1 (stereo unspecified),-2%,0%,-2%,11%,2%[0.0737 µM],6%,-13%,-10%
O=C(C(=O)N1CCOCC1)c1cn(Cc2ccccc2Cl)c2ccccc12,8%,-3%,5%,u,x,2%,i,11%
COP(=O)(OC)c1nc(-c2cccc3ccccc23)oc1NCCc1ccccc1,1%,-2%,0%,u,u,-7%,u,u
COc1cc(C(=O)OC2C[C@H]3CC[C@@H](C2)N3C)ccc1O (stereo partly specified),-4%[53 µM],-3%[53 µM],-5%[20.6 µM],-4%[20.9 µM],-5%,4%[21.6 µM],-9%[25.9 µM],3%[25.5 µM]
CCC(CO)Nc1ccc([N+](=O)[O-])c2cccnc12 (stereo unspecified),-7%,-1%,14%,10%,1%,0%,-15%,-3%
CCOC(=O)c1ccc(NC(c2ccc(N(C)C)cc2)P(=O)(OC(C)C)OC(C)C)cc1 (stereo unspecified),6%,-1%,3%,u,-22%[46 µM],2%,-4%,-28%
Cc1cc(C(=O)Nc2ccc3c(c2)OCCO3)nn1C(C)(C)C,-5%,-4%,x,x,x,0%,18%,-7%
CCCCn1c(O)c(/C=N/N2CCCCC2c2cccnc2)c(=O)[nH]c1=S (stereo unspecified),x,-53%,-15%,0%,u,-13%,-3%,-2%
O=C1NC(=O)N(Cc2ccco2)C(=O)/C1=C/c1cccn1CCOc1ccccc1Cl,3%,-5%,9%,-4%,u,3%,5%,2%
CC/C(=N\N1CCCCCC1)c1c(O)n(-c2ccccc2C)c(=O)[nH]c1=O,-3%,-1%,-48%[inhibitor],-15%,u,-3%,2%,-1%
C=C1N2CCC(CC2)C1(O)c1ccccc1C (stereo unspecified),-12%,-1%,x,5%,-7%,x,-9%,3%
O=c1cccc2n1CC1CC2CN(S(=O)(=O)c2ccccc2)C1 (stereo unspecified),-11%,1%,-9%,11%,0%,11%,-14%,4%

# The list is partial. The share of hits here may be higher or lower than overall.
